Mtb UGM inh: inhibitors of M. tuberculosis UDP-galactopyranose mutase. inhibition, % at 10 µM. 320,000 compounds, 0.06% hits. purified UGM, fluorescence polarization probe displacement. AID 504406; in the data active = inhibition above about 10%, passing the limit was not always enough
Rv3671c inh: inhibits the M. tuberculosis serine protease Rv3671c; AID 2606; inhibition, % at 5.96 µM; P9WHR9; 320,000 compounds, 0.048% hits; in the data active = inhibition above about 38%;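 also: extracellular domain of Rv3671c used as enzyme; 0% = enzyme with DMSO and 100% = no enzyme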
Target sequence (P9WHR9 whole entry, looked up, the tested form may be a part): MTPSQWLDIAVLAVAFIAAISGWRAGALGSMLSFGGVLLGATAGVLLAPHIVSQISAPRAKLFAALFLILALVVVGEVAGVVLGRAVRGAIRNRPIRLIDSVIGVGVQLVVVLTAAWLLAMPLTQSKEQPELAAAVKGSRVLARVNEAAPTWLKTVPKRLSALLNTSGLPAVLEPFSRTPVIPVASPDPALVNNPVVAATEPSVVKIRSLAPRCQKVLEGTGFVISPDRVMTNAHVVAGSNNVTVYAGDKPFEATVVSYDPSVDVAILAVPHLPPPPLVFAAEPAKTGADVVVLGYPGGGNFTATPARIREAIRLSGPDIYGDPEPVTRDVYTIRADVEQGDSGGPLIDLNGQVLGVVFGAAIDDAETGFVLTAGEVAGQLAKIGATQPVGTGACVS
GDH-TPI counter: inhibits GDH-TPI coupling enzymes, artifact for Mtb FBA screen | 360,000 compounds, 1.2% hits | GDH-TPI coupled enzyme counterscreen, NADH absorbance | inhibition, % at 4.8 µM; in the data active = inhibition above about 30%;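 also: 0% = DMSO wells and 100% = wells lacking the enzyme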
MazEF act: MazEF (E. coli) toxin RNase activation | P0AE70 | FAM/BHQ RNA-DNA oligo cleavage fluorescence, 5 h | activation, % at 20 µM | 350,000 compounds, 0.32% hits; in the data active = activation above about 50%
Target sequence (P0AE70 whole entry, looked up): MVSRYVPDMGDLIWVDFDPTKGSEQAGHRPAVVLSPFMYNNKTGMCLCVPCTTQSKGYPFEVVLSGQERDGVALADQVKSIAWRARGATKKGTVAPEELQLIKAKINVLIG
BioA inh: blocks M. tuberculosis BioA enzyme activity; purified M. tuberculosis BioA enzyme, plate reader; inhibition, % at 9.99 µM; 360,000 compounds, 0.096% hits; AID 602481; in the data active = inhibition above about 40%
3CLpro inhibitor: SARS-CoV 3CLpro protease inhibition. recombinant SARS-CoV 3CLpro, quenched FRET peptide cleavage. P0C6X7. inhibition, % at 6 µM. 290,000 compounds, 0.14% hits; in the data active = inhibition above about 12%
PriA SSB inh: inhibitors of Klebsiella pneumoniae PriA binding to SSB C-terminal tail. inhibition, % at 33 µM. AlphaScreen SSBct-PriA binding, biotinylated peptide. 430,000 compounds, 0.6% hits; in the data active = inhibition mostly above about 37%, no sharp cut-off; inactive = mostly below about 20%;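 also: plate controls were negative control peptide for no effect and reference peptide for full effect; strong numbers were not always called active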
VHR inh abs: DUSP3 (human) phosphatase inhibition; inhibition, % at 13.3 µM; P51452; 290,000 compounds, 0.52% hits; recombinant VHR phosphatase, pNPP absorbance; AID 1654; in the data active = inhibition above about 50%; also: some compounds called inactive have numbers as strong as hits
Target sequence (P51452 whole entry, looked up): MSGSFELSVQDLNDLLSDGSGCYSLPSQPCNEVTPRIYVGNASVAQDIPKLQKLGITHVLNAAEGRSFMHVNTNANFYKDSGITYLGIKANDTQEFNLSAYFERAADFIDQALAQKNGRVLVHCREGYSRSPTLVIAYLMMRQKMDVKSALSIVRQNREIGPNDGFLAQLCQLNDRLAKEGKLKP
Vc quorum ag: inducers of Vibrio cholerae quorum light production without autoinducers; activation, % at 18.7 µM; V. cholerae BH1578 lux reporter, luminescence, 6 h; 350,000 compounds, 0.16% hits; in the data active = activation mostly above about 9.7%, no sharp cut-off; also: not every result past the cut was called active; inactives centre near 0; reference of the scale not given here
FBA Mtb inh: inhibits M. tuberculosis FBA enzyme; P9WQA3; purified M. tuberculosis FBA, fluorescence read-out; inhibition, % at 1 µM; 360,000 compounds, 2.3% hits; in the data active = inhibition above about 27%;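 also: 0% = vehicle and 100% = reference inhibitor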
Target sequence (P9WQA3 whole entry, looked up): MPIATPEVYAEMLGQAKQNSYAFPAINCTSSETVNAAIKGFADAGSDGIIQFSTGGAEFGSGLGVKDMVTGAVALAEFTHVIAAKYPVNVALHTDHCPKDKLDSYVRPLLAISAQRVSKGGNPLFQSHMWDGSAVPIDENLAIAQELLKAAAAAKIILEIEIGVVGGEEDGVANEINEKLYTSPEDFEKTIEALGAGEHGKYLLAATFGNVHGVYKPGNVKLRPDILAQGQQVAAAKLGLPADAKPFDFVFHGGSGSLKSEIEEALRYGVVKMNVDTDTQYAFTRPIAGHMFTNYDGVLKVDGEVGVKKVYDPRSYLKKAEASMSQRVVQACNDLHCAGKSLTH
The depositor's hits bear a star; i = inactive; / = not tested or not shown; & = joins results of further samples.

Preview:
Screens in order – 3CLpro inhibitor	FBA Mtb inh	PriA SSB inh	Mtb UGM inh	Vc quorum ag	Rv3671c inh	VHR inh abs	BioA inh	GDH-TPI counter	MazEF act
CCCC(=O)N1CCCC1(C)C(=O)Nc1ccc2c(c1)CCN2C(C)=O (configuration not stated)
 : /	-5	/	/	i	/	/	-1.2	1	/
CC1(c2ccccc2)NC(=O)N(CC(=O)NCc2cccc(Cl)c2)C1=O (configuration not stated)
 : -4	3	-2	-0.4	-0.5	-5	-12	6.0	2	-35

Results, repeating the preview:
Screens in order – 3CLpro inhibitor	FBA Mtb inh	PriA SSB inh	Mtb UGM inh	Vc quorum ag	Rv3671c inh	VHR inh abs	BioA inh	GDH-TPI counter	MazEF act
CCCC(=O)N1CCCC1(C)C(=O)Nc1ccc2c(c1)CCN2C(C)=O (configuration not stated)
 : /	-5	/	/	i	/	/	-1.2	1	/
CC1(c2ccccc2)NC(=O)N(CC(=O)NCc2cccc(Cl)c2)C1=O (configuration not stated)
 : -4	3	-2	-0.4	-0.5	-5	-12	6.0	2	-35
Cc1cc(NC(=O)CSc2nc3c(c(=O)n2Cc2ccccc2)SC(C)C3)no1 (configuration not stated)
 : /	-2	-10	-2.1	-0.3	3	3	5.7	18	3
Cc1ccc(CC(=O)NCc2cccnc2)cc1
 : 1	/	/	0.8	/	1	22	/	/	/
COc1cccc(NC(=O)Cc2nnc(SCC(=O)NC(C)c3ccccc3)n2C)c1 (configuration not stated)
 : -1	0	-14	-1.5	i	-1	-4	0.6	12	3
Cc1c(C(=O)OCC(=O)NC(=O)NC2CCCCC2)cccc1[N+](=O)[O-]
 : /	0	-12	-1.0	1.1	-2	/	-0.1	15	4
COc1ccc(NC(=O)CCN2CCN(S(=O)(=O)c3ccc(Br)cc3)CC2)cc1
 : -2	-3	9	-1.1	-0.3	-1	10	0.9	-2	11
O=C(O)/C=C/C(=O)Nc1cc(F)ccc1F
 : 1	2	-11	-0.5	-7.1	-5	49	-0.7	-1	6
Cn1c(=O)c2cc3c(nc2n(C)c1=O)CC(c1ccccc1)CC3=O (configuration not stated)
 : 0	0	-1	-1.2	-0.7	6	-19	0.6	16	13
O=C(NCCc1c[nH]c2ccccc12)c1ccc([N+](=O)[O-])cc1
 : -4	-1	-8	-0.9	-0.3	-5	1	/	15	-1
O=C(Nc1ncc2c(n1)-c1ccccc1OC2)c1ccccc1Cl
 : 5	113*	-6	-2.0	-0.7	-5	40	-2.1	20	-2
CCOc1ccc(S(=O)(=O)N2CCOCC2)cc1NC(=O)CSCc1c(C)noc1C
 : /	1	-18	0.9	-2.9	-4	/	/	8	1
O=C(Nn1cnnc1)c1ccc(F)c(S(=O)(=O)N2CCCCC2)c1
 : 3	0	4	-1.0	-1.0	1	36	-1.5	9	1
CCOC(=O)C(C#N)=CN1CCNc2ccccc21
 : /	2	4	/	-2.0	/	/	0.8	31*	-3
CC(C(=O)N1CCOCC1)n1cc([N+](=O)[O-])cn1 (configuration not stated)
 : -2	1	-9	0.4	-0.5	3	16	/	7	2

In another format: results already given.
| SMILES | 3CLpro inhibitor | FBA Mtb inh | PriA SSB inh | Mtb UGM inh | Vc quorum ag | Rv3671c inh | VHR inh abs | BioA inh | GDH-TPI counter | MazEF act |
| --- | --- | --- | --- | --- | --- | --- | --- | --- | --- | --- |
| O=C(NCCc1c[nH]c2ccccc12)c1ccc([N+](=O)[O-])cc1 | -4 | -1 | -8 | -0.9 | -0.3 | -5 | 1 | / | 15 | -1 |
| COc1ccc(NC(=O)CCN2CCN(S(=O)(=O)c3ccc(Br)cc3)CC2)cc1 | -2 | -3 | 9 | -1.1 | -0.3 | -1 | 10 | 0.9 | -2 | 11 |

A few values from above.
Value for O=C(Nn1cnnc1)c1ccc(F)c(S(=O)(=O)N2CCCCC2)c1 in BioA inh: -1.5
Value for CCOC(=O)C(C#N)=CN1CCNc2ccccc21 in GDH-TPI counter: 31*

Further results.
Screens in order – 3CLpro inhibitor	FBA Mtb inh	PriA SSB inh	Mtb UGM inh	Vc quorum ag	Rv3671c inh	VHR inh abs	BioA inh	GDH-TPI counter	MazEF act
CCOc1cc(/C=N\NC(=O)c2ccc(NC(=O)C(C)(C)C)cc2)ccc1OC(=O)c1ccc(OC)cc1
 : 0	-1	/	6.7	-0.4	-10	2	-2.0	3	-12
O=C(Cc1ccccc1)NCCSCc1ccc(Cl)cc1
 : 0	1	-20	3.1	i	1	4	0.6	9	17
CC(Sc1ccc(S(=O)(=O)N2CCN(C)CC2)cn1)C(=O)NC1CCCCC1 (configuration not stated)
 : /	1	6	1.2	i	3	/	0.1	6	1
C=C1C(=O)OC2C=C(CO)CCC=C(CO)CC(OC(=O)C(C)C)C12 (configuration not stated)
 : /	-1	/	/	-1.0	/	/	/	11	-1
CCN(CC)CCCN(C(=O)c1ccco1)c1nc(-c2ccc(Cl)cc2)cs1
 : -11	1	23	0.9	i	-13	-16	1.8	4	24
COc1ccc(CN2Cc3cccc4c3[C@@H](CC2=O)[C@H](O)[C@H](O)C4)cc1
 : /	-1	-6	1.0	i	1	/	0.3	2	1
Cc1cc(C(=O)COC(=O)c2cccnc2Cl)c(C)n1-c1c(C)n(C)n(-c2ccccc2)c1=O
 : -4	2	-11	1.8	0.1	5	26	/	4	-2
Cc1ccc(S(=O)(=O)N2CCN(c3ncnc4scc(-c5ccccc5)c34)CC2)cc1
 : /	2	0	1.3	i	-8	/	-1.2	-14	-14
Cc1ccc(SC(C)C(=O)NCc2ccncc2)cc1 (configuration not stated)
 : 1	-1	-2	0.8	i	6	11	-0.5	-8	-4
CC(Oc1ccc(Br)cc1)C(=O)Nc1ccc(S(=O)(=O)N(C)C2CCN(C)CC2)cc1 (configuration not stated)
 : /	0	-4	1.5	i	-1	/	0.8	3	7
CCCC(=O)Nc1cc2c3c(c1)CCN3C(=O)CC2
 : -1	-2	0	0.2	i	1	-14	1.0	5	4
COc1ccc(/C(C)=N/NC(=O)CNC(=O)c2cccs2)cc1
 : 4	-3	/	1.3	/	6	21	/	3	0
Fc1ccc(N2CCN(c3nc(CN4CCOCC4)nc4scc(-c5ccccc5)c34)CC2)cc1
 : 8	-1	30	-2.3	-0.3	5	30	/	0	-5
COc1ccc(-c2csc(NC(=O)Cc3ccccc3)n2)cc1OC
 : -3	1	-5	-0.8	-0.3	-4	48	0.4	-3	7
CC(=O)C(CC(=O)N1CCCc2ccccc21)C(=O)Nc1ccc(F)cc1 (configuration not stated)
 : -3	-2	4	-0.4	14	4	6	0.5	5	-7

4 entries already listed, sorted by molar mass, rising:
Screens in order – 3CLpro inhibitor	FBA Mtb inh	PriA SSB inh	Mtb UGM inh	Vc quorum ag	Rv3671c inh	VHR inh abs	BioA inh	GDH-TPI counter	MazEF act
Cn1c(=O)c2cc3c(nc2n(C)c1=O)CC(c1ccccc1)CC3=O (configuration not stated)
 : 0	0	-1	-1.2	-0.7	6	-19	0.6	16	13
CCN(CC)CCCN(C(=O)c1ccco1)c1nc(-c2ccc(Cl)cc2)cs1
 : -11	1	23	0.9	i	-13	-16	1.8	4	24
Cc1ccc(S(=O)(=O)N2CCN(c3ncnc4scc(-c5ccccc5)c34)CC2)cc1
 : /	2	0	1.3	i	-8	/	-1.2	-14	-14
Cc1cc(C(=O)COC(=O)c2cccnc2Cl)c(C)n1-c1c(C)n(C)n(-c2ccccc2)c1=O
 : -4	2	-11	1.8	0.1	5	26	/	4	-2

Additional records follow.
Screens in order – 3CLpro inhibitor	FBA Mtb inh	PriA SSB inh	Mtb UGM inh	Vc quorum ag	Rv3671c inh	VHR inh abs	BioA inh	GDH-TPI counter	MazEF act
O=C(NC1CCCc2c1cnn2-c1cc(F)cc(F)c1)c1ccncc1 (configuration not stated)
 : -7	-1	-1	-0.4	-0.2	-7	16	2.1	9	-7
CCOc1ccc(NC(=S)NC(=O)/C=C/c2ccc(Br)cc2)c([N+](=O)[O-])c1
 : -5	1	3	3.8	-0.3	-5	-9	-3.1	6	7
Cc1ccc2sc(N(CCCN(C)C)C(=O)CN3C(=O)c4ccccc4C3=O)nc2c1C
 : 3	1	11	1.7	-0.2	7	2	1.2	6	23
Fc1ccc(OCCn2cnc(Cl)c2Cl)cc1
 : -2	-2	15	-0.8	5.5	1	9	/	6	4
C=CCSc1nnc2c(n1)OC(C)=Nc1ccc(Br)cc1-2
 : 3	-8	-7	-0.2	-0.6	-2	11	/	-5	6
Cc1ccc(-c2nn(C)c(=O)c3ccccc23)cc1CNC(=O)NC1CCCCC1
 : -5	3	-3	0.1	-0.5	-8	13	/	3	-27
COc1cc(OC)cc(-c2cc3ccc(OC)cc3cn2)c1
 : /	7	-37	3.0	-0.3	-7	/	-2.2	13	2
COc1cccc(/C=C/C(=O)NNC(=O)c2ccncc2)c1OC
 : /	-1	-5	1.3	i	-3	/	-4.5	10	-12
CC1Nc2ccccc2C(=O)N1NS(=O)(=O)c1ccccc1 (configuration not stated)
 : 5	7	-9	1.9	-0.7	0	-13	/	7	2
COc1cccc(OC2(C)CCN(Cc3ccc(-c4ccccn4)cc3)C2)c1 (configuration not stated)
 : /	0	/	/	-0.4	/	/	0.0	4	/
Cc1ccc(N(CC(=O)Nc2ccc3c(c2)OCCO3)S(C)(=O)=O)cc1
 : 3	1	-3	1.4	-0.9	-11	18	/	4	0
COC(=O)c1ccc(CN2CCC(CO)(CCOc3ccccc3)CC2)cc1
 : -1	-1	5	-1.4	i	-5	14	2.2	2	4
CC(C)[C@H](NC(=O)c1ccccc1)C(=O)OCC(=O)NCc1ccc2c(c1)OCO2
 : /	2	1	1.6	i	0	/	1.1	6	-8
CCOC(=O)c1ccc(N2NC(=O)/C(=C/c3ccc(OC(=O)c4ccco4)c(OC)c3)C2=O)cc1
 : 5	/	/	4.3	/	-3	-1	/	/	/
CC(=O)Nc1cc(Br)ccc1O
 : 5	1	-3	-1.1	-0.9	0	-14	0.1	0	7

(next part)
Screens in order – 3CLpro inhibitor	FBA Mtb inh	PriA SSB inh	Mtb UGM inh	Vc quorum ag	Rv3671c inh	VHR inh abs	BioA inh	GDH-TPI counter	MazEF act
CC1(C(=O)NS(=O)(=O)c2ccccc2C(F)(F)F)CCN1C(=O)CC1CCCC1 (configuration not stated)
 : /	-3	/	/	1.2	/	/	-0.3	3	/
Clc1ccc(Cn2cccn2)cn1
 : 4	1	-9	-0.8	-1.1	-7	22	/	2	3
COc1ccccc1C(=O)NC(=O)COC(=O)CCS(=O)(=O)c1ccc(C)cc1
 : /	2	-11	2.6	i	9	/	-1.4	11	1
O=C(CCCCC(=O)Nc1ccc(F)cc1F)Nc1ccc(F)cc1F
 : /	1	-9	2.5	i	-1	/	-1.4	-6	-8
CC(=O)c1c[nH]c(C(=O)NCc2cccc(C(F)(F)F)c2)c1
 : -9	1	-11	-2.0	-0.2	-6	53*	1.3	7	-2
CCc1nnc(NS(=O)(=O)c2ccc(NC(=O)Nc3ccc(OC)cc3)cc2)s1
 : 2	-4	-4&-12&-14	4.5	i	-2	-6	0.4	13	-8
CC(=O)N1CCc2c(sc(NC(=O)c3ccc(S(=O)(=O)N(C)CC4CCCO4)cc3)c2C(N)=O)C1 (configuration not stated)
 : /	-4	-7	/	-0.4	/	/	0.1	3	-15
Cc1ccc2cc(C#N)c(N3CCCN(C(=O)c4cnccn4)CC3)nc2c1
 : 2	5	-14	0.2	-0.2	1	18	/	9	-17
Cc1nc(C(=O)N(C)C)nn1-c1ccc([N+](=O)[O-])cc1
 : 3	0	-2	1.5	-0.5	-5	5	/	-6	9
N#CCCn1c(O)c(N=NC(=O)CNC(=O)c2cccs2)c2ccccc21
 : -4	-2	-6	2.1	-2.0	-1	-26	6.8	15	-2
Clc1ccc(N/N=C/c2ccncc2)cc1Cl
 : 1	-2	/	2.0	-0.2	1	-9	/	7	1
O=C(N/N=C/C=C/c1ccccc1)c1ccc(Br)cc1
 : 4	0	/	2.1	i	0	31	-0.3	27	5
CCOC(=O)c1cccc(Nc2ncnc3ccccc23)c1
 : 6	1	-17	-1.9	-0.3	-8	-13	5.3	21	3
Fc1ccc(/C=N/NC(=S)Nc2cccnc2)cc1F
 : 6	-2	/	1.0	i	2	19	/	2	6
CCOc1cc(/C=C(\C#N)C(=O)NCC2CCCO2)ccc1OCC(N)=O (configuration not stated)
 : 2	-4	6	1.4	-0.3	-3	15	/	7	-5

Compound activity from PubChem BioAssay.

A portion of the library; count on the stated rates, not on these rows.
